# T cell modulator = T cell immune modulation candidate; 2C CD8+ T cell-vesicle binding, flow cytometry; active compounds read low; calls only at 7 µM; 330,000 compounds, 0.068% hits; AID 2052;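 active = response, share of CD8 T cells binding vesicles, and their 90th percentile fluorescence all below set limits, cut at about 80% in these data, passing the limit was not always enough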
#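 Benchmarks: naked versus QL9-loaded vesicles / Assay system: purified 2C TCR transgenic mouse naive CD8+ T cells / Technique: high-throughput flow cytometry with anti-B7-1 and anti-CD8 staining / Timing: Cell–vesicle co-incubation 1.5 h at 37 °C, staining 20 min on ice / Read-out: percent CD8+ FL2 mean versus row control / Probe or stimulus: QL9-loaded Drosophila micro-vesicles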
# KOR beta-arrestin-1 = KOR antagonists, beta-arrestin recruitment, cell-based, luminescence, uHTS (AID 1778); KOR beta-arrestin recruitment, luminescence, antagonist mode; higher % means a stronger effect; inhibition, % at 10 µM; hits with a dose series show IC50 in µM; 290,000 compounds, 0.091% hits; in the data active = inhibition above about 50%; note: strong numbers were not always called active
# GPR55 LPI antagonism = GPR55 antagonists blocking LPI-driven arrestin recruitment, primary screen, imaging, U2OS, beta-arrestin-GFP, LPI agonist (AID 2013) | U2OS GPR55 beta-arrestin-GFP translocation imaging, LPI antagonism; higher % means a stronger effect | inhibition, % at 10 µM; hits with a dose series show IC50 in µM | 290,000 compounds, 0.13% hits;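 active = spots per cell inhibited over 60%, with over 100 cells counted and total cytoplasm intensity under 500,000; inconclusive = wells with under 100 cells, flagged as likely toxic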;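 note: U2OS cells stably carrying GPR55 and arrestin-GFP stimulated by 5 µM LPI near EC80; imaged beta-arrestin-GFP aggregate spots per cell after agonist stimulation; plate controls were LPI-stimulated DMSO wells for no effect and DMSO wells without LPI for full effect; some results filed as inactive read as strong as hits; confirmed hits need IC50 under 10 µM and bright autofluorescent wells are also inconclusive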
# NTR1 ag = agonists of NTR1, primary screen, imaging, U2OS cells, beta-arrestin-GFP, high content (AID 493036); NTR1-U2OS beta-arrestin-GFP spot imaging, agonist mode; activation, % at 20 µM; 330,000 compounds, 0.17% hits;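 active = activation at or above 40% of the spot to cytoplasm intensity ratio, with at least 20 cells analyzed; inconclusive = wells under 20 cells, flagged as cytotoxic or low count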;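 note: 0% = DMSO without peptide and 100% = 100 nM NTR1 peptide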
# Target sequence (P30989 whole entry, looked up): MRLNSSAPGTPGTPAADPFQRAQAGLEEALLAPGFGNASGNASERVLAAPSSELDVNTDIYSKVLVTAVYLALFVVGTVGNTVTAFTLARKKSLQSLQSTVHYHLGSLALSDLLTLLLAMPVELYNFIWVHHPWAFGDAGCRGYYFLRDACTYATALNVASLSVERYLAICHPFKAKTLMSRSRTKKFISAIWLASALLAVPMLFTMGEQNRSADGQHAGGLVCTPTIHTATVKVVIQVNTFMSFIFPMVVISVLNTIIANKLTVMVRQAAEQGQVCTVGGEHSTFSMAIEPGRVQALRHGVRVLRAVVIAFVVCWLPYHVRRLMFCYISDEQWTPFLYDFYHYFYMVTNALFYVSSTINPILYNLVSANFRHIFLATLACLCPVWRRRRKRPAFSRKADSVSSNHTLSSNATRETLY
# GPR55 beta-arrestin = selective activators of receptor GPR55 – imaging, U2OS cells, beta-arrestin-GFP redistribution, primary screen (AID 1961) | U2OS GPR55 beta-arrestin-GFP redistribution imaging; higher % means a stronger effect | one-dose activation, % at 10 µM; EC50 in µM for titrated hits | 290,000 compounds, 0.048% hits;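 active = activation above 40% with more than 50 cells counted in the well; inconclusive = wells holding fewer than 50 cells, flagged as toxic or sparse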;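 note: U2OS osteosarcoma cells stably expressing GPR55 and beta-arrestin-GFP; plate controls were DMSO negative control for no effect and LPI positive control for full effect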
# PhoP inhibition = PhoP-dependent GFP reporter repression – Salmonella Typhimurium, primary screen (AID 1863); S. Typhimurium PhoP-regulated promoter GFP reporter, 4 h; higher % means a stronger effect; one-dose inhibition, % at 50 µM; IC50 in µM for titrated hits; 300,000 compounds, 0.16% hits;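 active = inhibition over 29.93%, a cutoff 3 SD above the screen mean, later confirmed by dose response; inconclusive = inhibition over 29.93% but no dose response follow-up; inactive = inhibition at most 29.93% or unconfirmed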;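 note: 0% = low Mg2+ inducing control and 100% = high Mg2+ repressing control; strong numbers were not always called active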
# KOR beta-arrestin-2 = kappa opioid receptor activators – cell-based, luminescence, uHTS, primary screen (AID 1777); KOR beta-arrestin recruitment, luminescence; higher % means a stronger effect; activation, % at 10 µM; hits with a dose series show EC50 in µM; 280,000 compounds, 0.02% hits; in the data active = activation above about 50%, passing the limit was not always enough; note: a part of the inactive calls stands beside numbers as strong as those of hits
# West Nile virus CPE = West Nile virus antiviral activity, cell-based, CPE readout (AID 1621). West Nile virus-infected cells, CPE inhibition; higher % means a stronger effect. CPE inhibition, % at 10 µM, or IC50 in µM where a hit was titrated. 290,000 compounds, 0.02% hits; in the data active = a potency from the dose series; inconclusive = CPE inhibition mostly from about 3.7% at the one dose, without a potency; inactive = the rest, 99 in 100 with CPE inhibition below about 2.2%; note: strong numbers were not always called active
# GPR35 antagonists = inhibition of zaprinast-stimulated GPR35 beta-arrestin translocation – imaging, U2OS, beta-arrestin-GFP, zaprinast agonist, primary screen (AID 2058) | U2OS GPR35 beta-arrestin-GFP translocation imaging, zaprinast antagonism; higher % means a stronger effect | one-dose inhibition, % at 10 µM; IC50 in µM for titrated hits | 290,000 compounds, 0.052% hits;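 active = inhibition of at least 50% with at least 30 cells and total cytoplasm GFP at most 10,000,000; inconclusive = under 30 cells or total GFP of 10,000,000 plus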
# T cell modulator vesicle-bound % = second read-out of T cell modulator, no call of its own (marks repeat the call); double positive events, %; measured here: CD8+ vesicle-bound cell fraction;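 binding gate set so that unloaded-vesicle control wells show 10% double positive cells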
# NTR1 ag cell count 20 µM = further read-out of NTR1 ag, marked with its call; cell count; measured here: cell count, cytotoxicity flag
# Numbers without * were called inactive; i = inactive; ? = inconclusive; / = not tested or not shown; [ ] = remark or other dose.
Compound	T cell modulator	T cell modulator vesicle-bound %	KOR beta-arrestin-1	GPR55 LPI antagonism	NTR1 ag	NTR1 ag cell count 20 µM	GPR55 beta-arrestin	PhoP inhibition	KOR beta-arrestin-2	West Nile virus CPE	GPR35 antagonists
Cc1cccc(N2CCN(Cc3c(C)n(C)n(-c4ccccc4)c3=O)CC2)c1C	i	33	-1%	4%	-0.4	84	-0.1%	5%	-4.9%	-1.4%	-13%
CCN(CC)CC(=O)Nc1scc2c1c(=O)oc1ccccc12	i	14	-1%	-6%	3.0	51	0.2%	-8%	2.7%	-0.3%	-7%
CC1(C)CC(=O)CC(=Nc2ccc(C(=O)O)cc2)C1	i	40	9%	1%	0.4	40	0.2%	16%	-4.8%	-0.2%	19%
CCOc1cc(-c2noc(CCC(=O)N3CCOCC3)n2)ccc1OC	i	30	-29%	12%	-1.9	93	0.2%	-4%	-0.6%	0.0%	13%
Cc1ccc(C(=O)/C=C/Nc2ccccc2C(N)=O)cc1	i	24	3%	-20%	0.5	72	0.0%	9%	13%	-1.0%	19%
Cc1coc2cc3oc(=O)c4c(c3cc12)CCCC4	i	29	-25%	0%	0.3	36	-0.1%	2%	0.4%	-1.0%	-2%
COc1ccc([N+](=O)[O-])cc1NCc1cccc([N+](=O)[O-])c1	i	46	-10%	-1%	-1.5	72	0.2%	-8%	3.0%	-0.2%	1%
N/C(=N\OC(=O)/C=C/c1ccccc1)c1ccncc1	i	34	18%	8%	4.6	52	-0.4%	-10%	1.7%	-0.2%	23%
Cn1c(=O)c2c(nc(SCCN3CCCCC3)n2C)n(C)c1=O	i	33	0%	3%	-1.0	61	0.1%	7%	-0.3%	/	-5%
Cc1nn(Cc2ccccc2Cl)c(Cl)c1C(=O)NCCc1ccccc1	i	25	28%	6%	-0.6	101	-0.3%	21%	1.6%	-1.5%	-7%
COc1cccc(CNC(=O)Cn2c(=O)c3cccn3c3ccccc32)c1	i	21	36%	14%	-0.4	49	0.6%	-6%	-2.7%	-0.1%	8%
Cc1cc(N2CC34C=CC(O3)C(C(=O)O)C4C2=O)no1 (centres undefined)	i	13	4%	5%	-2.2	86	0.2%	25%	2.5%	-0.3%	-7%
COc1ccc(N2C(=O)c3ccc(C(=O)Nc4cc(OC)ccc4OC)cc3C2=O)cc1	i	56	-2%	19%	0.8	79	-0.1%	/	-4.1%	0.0%	3%
Nc1cc(-c2ccc(Br)cc2)nn1S(=O)(=O)c1cccc2nsnc12	i	26	9%	0%	-0.7	57	-0.1%	0%	-7.6%	/	21%
CC(=O)N1CCN(c2ccc(S(C)(=O)=O)cc2[N+](=O)[O-])CC1	i	43	8%	11%	3.7	62	0.2%	5%	-0.7%	0.3%	-4%
O=C(NN1C(=O)/C(=C\c2cccnc2)SC1=S)C(c1ccccc1)c1ccccc1	i	35	-23%	35%	3.7	58	-0.2%	21%	-2.4%	-0.3%	18%
CCOc1ccc(N(CC(=O)NC2CC3CCC2C3)S(=O)(=O)c2ccccc2)cc1 (centres undefined)	i	12	-5%	-1%	4.7	60	-0.1%	9%	6.0%	-0.6%	4%
COC(=O)/C(=N/Nc1ccccc1OC)N1CCCc2ccccc21	i	32	19%	-13%	2.0	44	-0.1%	10%	-3.8%	0.1%	21%
O=C1OCCN/C1=C\C(=O)c1ccc(Cl)cc1	i	36	20%	11%	-0.1	36	0.3%	-9%	-3.9%	0.2%	-4%
CCOc1ccc(N/C=C/C(=O)c2ccc(OC)cc2)cc1	i	53	-4%	-1%	1.7	73	-0.1%	4%	2.9%	0.3%	-3%
Cc1ccc(C)c(C(=O)CC2(O)C(=O)Nc3ccccc32)c1 (centres undefined)	i	36	12%	5%	0.4	42	0.2%	3%	-2.4%	0.1%	0%
CC(=O)c1ccc(NC(=S)Nc2ccc(Br)c(Cl)c2)cc1	i	16	-19%	10%	0.2	23	-0.3%	-4%	-4.6%	-0.5%	-6%
O=C(C1CCN(S(=O)(=O)c2cccc3nsnc23)CC1)N1CC=C(c2ccccc2)CC1	i	47	-37%	6%	-1.8	61	-0.2%	-1%	2.6%	/	-20%
CC1CCCN(C(=O)c2ccc(S(=O)(=O)Nc3ccccc3Cl)cc2)C1 (centres undefined)	i	19	-2%	?	1.3	49	-0.1%	4%	-3.0%	-1.6%	8%
Cc1ccc(CNC(=O)CCS(=O)(=O)c2cccc3nsnc23)cc1	i	37	13%	9%	-0.5	87	-0.1%	-2%	1.8%	0.2%	11%
Cc1cc(C(=O)NNc2ccc(F)cc2)no1	i	50	12%	5%	2.2	55	0.3%	-5%	0.0%	-0.5%	5%
CC(=O)N1c2ccc(S(=O)(=O)NCC3CCC(C(=O)N4CC(C)CC(C)C4)CC3)cc2CC1C (centres undefined)	i	10	3%	1%	0.8	65	-0.3%	3%	-6.6%	0.4%	-7%
Cc1c(C(=O)c2cccc(F)c2)c2ccccn2c1CCC#N	i	38	-37%	-5%	-1.0	49	0.5%	-10%	4.6%	-1.0%	18%
Cc1ccc(SCCC(=O)NC(C)(C)C)cc1	i	9	27%	-1%	-0.7	80	-0.1%	4%	2.4%	0.4%	9%
CCN(CC(=O)NCc1ccc(Cl)cc1)CC(=O)Nc1ccc(C(N)=O)cc1	i	27	-5%	-1%	2.8	50	0.4%	-4%	7.5%	0.0%	1%
Cc1[nH]n(-c2ccc([N+](=O)[O-])cc2)c(=O)c1C=NCCN1CCN(C(=O)C(C)C)CC1	i	56	9%	18%	2.1	77	-0.4%	9%	-2.3%	/	-10%
CCn1c(N)c(Br)c(=O)[nH]c1=O	i	32	-22%	8%	0.3	38	-0.2%	2%	-1.2%	0.2%	-2%
COc1ccc(CN2CCOCC2)c(C)c1C	i	39	9%	9%	0.3	87	0.0%	15%	-2.8%	0.1%	13%
COC(=O)C1C(O)=C(C=NC2CCCCC2)C(=O)CC1(C)C (centres undefined)	i	52	4%	5%	0.7	39	0.4%	0%	-5.9%	0.3%	6%
CCCCc1cc(=O)oc2c(CN(C)C)c(O)c(Cl)cc12	i	23	-26%	4%	-1.7	59	-0.2%	4%	-1.9%	0.4%	-8%
CCN(CCn1cccn1)Cc1cn[nH]c1-c1cccc2ccccc12	i	46	-11%	-9%	-0.1	55	-0.1%	-8%	4.2%	-0.1%	9%
O=C(NCc1ccc(F)cc1)c1cc(S(=O)(=O)N2CCCCC2)c[nH]1	i	47	-17%[20 µM]	0%	0.4	59	0.3%	/	-6.0%	-0.8%	-12%
Cc1ccccc1NC(=O)CCCCCN1C(=O)[C@@H]2Cc3ccccc3CN2C1=O	i	34	-32%	0%	-2.1	72	-0.1%	11%	6.8%	-0.5%	21%
COc1ccc([C@@H]2CC(=O)c3c(O)cc(O[C@@H]4O[C@H](CO[C@@H]5O[C@@H](C)[C@H](O)[C@@H](O)[C@H]5O)[C@@H](O)[C@H](O)[C@H]4O)cc3O2)cc1O	i	17	-5%[20 µM]	6%	-0.5	68	-0.1%	10%	0.1%	1.2%	-7%
Cc1ccccc1NC(=O)c1cc2ccccc2o1	i	58	3%[20 µM]	-4%	1.8	51	-0.2%	-1%	-7.5%	-0.2%	-9%
Cc1ccc2c(c1)N(CCCC(=O)NCc1cccnc1)C(=O)CO2	i	27	-5%	3%	-2.4	55	-0.2%	3%	-0.2%	/	-8%
O=C(C1CCCN(Cc2ccccc2F)C1)N1CCCC1 (centres undefined)	i	5	-19%[20 µM]	-7%	-1.0	60	-0.1%	6%	-0.8%	-0.7%	-2%
CNC(=S)NNC(=O)c1sccc1OCc1ccc(Cl)cc1Cl	i	34	17%	-3%	2.7	84	0.2%	-1%	-4.0%	0.4%	10%
COc1ccc(CCNC(=O)[C@H](C)N2C(=O)N3CCc4c([nH]c5ccccc45)[C@@]3(C)C2=O)cc1OC	i	16	-21%[20 µM]	10%	-2.8	90	-0.2%	10%	-3.5%	-1.1%	6%
CCCCn1c(=O)[nH]c(=O)c2c1nc(-c1ccc(C#N)cc1)n2C1CCCC1	i	46	22%	-11%	2.8	53	-0.2%	0%	3.8%	/	-13%
Cc1cc(C)c(C#N)c(SCc2cn3c(C)cccc3n2)n1	i	39	-4%	7%	1.1	49	-0.2%	15%	1.1%	-1.6%	5%
CCN(CC)CCNC(=O)c1ccc(CS(=O)(=O)c2ccc(Br)cc2)o1	i	41	1%	0%	1.8	56	0.5%	0%	6.8%	-0.7%	-4%
O=C(Cn1c(=O)c2c3c(sc2n(Cc2ccccc2)c1=O)CCCC3)NCCO	i	35	3%	11%	1.1	90	0.0%	16%	-2.6%	-0.7%	2%
O=c1c(S(=O)(=O)c2ccc(Cl)cc2)cn(Cc2ccccc2F)c2ccc(F)cc12	i	27	-31%	3%	3.7	49	-0.2%	-22%	-4.7%	-1.1%	17%
CC1(c2ccc(Cl)cc2)NC(=O)N(CC(=O)NC(=O)NCc2ccco2)C1=O (centres undefined)	i	32	-26%	8%	-0.7	54	0.2%	-7%	-1.8%	-0.3%	2%
CCc1ccccc1NC(=O)CN(C)C(=O)Cn1cc(C(F)(F)F)cc(Cl)c1=O	i	15	-10%	-2%	-0.8	46	-0.2%	-2%	-2.3%	-0.3%	19%
C=CCn1c(SCC(=O)c2cc(C)n(CC3CCCO3)c2C)nnc1-c1ccccc1 (centres undefined)	i	26	29%	9%	5.0	95	0.0%	2%	-1.3%	-0.6%	-20%
COc1ccc(NC(=O)c2cc(-c3ccccc3)oc2C)cc1	i	55	1%	-2%	-0.9	73	0.2%	0%	-0.8%	-0.9%	-9%
COc1ccc(/C=N\NC(=O)c2cc(O)c(O)c(O)c2)cc1CN1CCN(c2ccc(F)cc2)CC1	i	43	11%	3%	/	/	-0.2%	13%	-1.6%	-0.2%	-3%

# Bioassay records as filed in PubChem.

# An unsorted share of the library. About 0.62% of those tested had a hit in this group.
